MITF inh = human MITF inhibition, primary screen | O75030 | inhibition, % at 2.6 µM | AID 1259374 | 0.91% of 650,000 active | AlphaScreen MITF homodimerization, bead proximity signal; in the data active = inhibition above about 50%;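 also: 0% = vehicle wells with protein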
Target sequence (O75030 whole entry, looked up): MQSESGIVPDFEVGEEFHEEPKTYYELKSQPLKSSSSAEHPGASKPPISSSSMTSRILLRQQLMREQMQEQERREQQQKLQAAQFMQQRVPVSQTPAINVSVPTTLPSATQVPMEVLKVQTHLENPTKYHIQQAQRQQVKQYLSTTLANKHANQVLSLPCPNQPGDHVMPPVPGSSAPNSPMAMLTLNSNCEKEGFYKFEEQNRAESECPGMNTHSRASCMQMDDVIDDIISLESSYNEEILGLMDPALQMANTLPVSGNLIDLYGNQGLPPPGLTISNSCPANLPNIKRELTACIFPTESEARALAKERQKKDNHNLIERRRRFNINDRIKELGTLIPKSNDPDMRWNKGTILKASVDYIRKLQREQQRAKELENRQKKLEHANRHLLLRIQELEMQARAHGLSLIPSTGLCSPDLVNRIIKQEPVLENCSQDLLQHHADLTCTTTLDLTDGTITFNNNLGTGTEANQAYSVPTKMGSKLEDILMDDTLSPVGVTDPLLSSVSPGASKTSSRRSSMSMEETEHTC
FBW7 act = activators of human E3 ligase FBW7 | Q969H0 | AlphaScreen FBW7–phospho-cyclin E peptide binding, activator screen | normalized activity (activation), % at 26.1 µM | 0.13% of 650,000 active; in the data active = normalized activity above about 1.9%;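 also: purified mutant Fbw7 with reduced substrate affinity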
GPR151 activ = activators of human GPR151; Q8TDV0; PathHunter beta-arrestin GPR151 cells, luminescence; activation, % at 11.2 µM; 1% of 650,000 active; in the data active = activation above about 4.9%;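 also: 0% = median of compound wells and 100% = cells with positive control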
Target sequence (Q8TDV0 whole entry, looked up): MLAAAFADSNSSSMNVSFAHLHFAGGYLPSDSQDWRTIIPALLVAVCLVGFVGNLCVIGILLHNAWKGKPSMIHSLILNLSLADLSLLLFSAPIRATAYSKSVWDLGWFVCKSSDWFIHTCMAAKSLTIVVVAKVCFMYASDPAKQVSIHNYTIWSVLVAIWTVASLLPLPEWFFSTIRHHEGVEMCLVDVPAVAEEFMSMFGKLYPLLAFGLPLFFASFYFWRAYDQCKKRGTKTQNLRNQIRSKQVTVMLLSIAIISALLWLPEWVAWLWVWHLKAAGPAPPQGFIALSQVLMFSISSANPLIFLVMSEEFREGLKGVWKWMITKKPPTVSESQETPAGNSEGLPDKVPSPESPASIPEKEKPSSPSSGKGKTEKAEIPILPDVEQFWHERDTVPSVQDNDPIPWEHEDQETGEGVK
TEAD-YAP inh = TEAD-YAP interaction inhibition; 1.4% of 640,000 active; inhibition, % at 9.12 µM; HEK-TIYL cells, TEAD-Gal4/YAP UAS-luciferase luminescence; in the data active = inhibition above about 32%;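 also: 0% = median of test compound wells and 100% = reference inhibitor wells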
Starred values were filed as active, the others as inactive; & = joins results of further samples.

SMILES	MITF inh	FBW7 act	GPR151 activ	TEAD-YAP inh
CC1=C(c2ccc(C)cc2)S(=O)(=O)NC1=NCc1cccc(Br)c1	4	-0.1	2.5	2
Cc1ccc2cc(CN(Cc3ccco3)C(=O)C3CCCO3)c(=O)[nH]c2c1C (configuration not stated)	-13	-0.3	1.2	1
CC1C(=O)Nc2ccc(S(=O)(=O)NC3CCCCC3)cc2NC1=O (configuration not stated)	14	0.1	-0.4	-2
CCOc1ccc(NC(=S)NC23CN4CN(CN(C4)C2)C3)cc1	4	-0.1	1.5	0
CCOC(=O)c1oc2ccccc2c1CN1CCN(c2ccccc2)CC1	20	0.0	0.1	-2
CC(C)N1CCC2(CC1)N=C(c1ccc3c(c1)OCO3)CC(c1cc(Br)ccc1O)N2 (configuration not stated)	-10	-0.2	0.2	3
C=CCN1C(=O)C2C(C(=O)Nc3ccc(C(C)C)cc3)C3C=CC2(O3)C1C(=O)NC1CCCCC1 (configuration not stated)	6	0.1	-0.5	-3
CC1CCN(C(=O)c2cc(-c3cccc(Cl)c3)on2)CC1	-1	-0.1	0.9	-22
O=C(NCCc1ccccc1)c1ccc(N2CCCCCC2)c([N+](=O)[O-])c1	18	-0.1	0.1	-12
COc1cc(/C=C/C(=O)OCC(=O)N2CCCCC2)ccc1O	-7	0.0	0.6	-7
Nc1c(S(=O)Cc2ccccc2)sc2nc3c(cc12)CCCC3 (configuration not stated)	8	0.0	-0.7	-32
COc1cc(C(=O)NCCc2csc(-c3cccc(C)c3)n2)cc(OC)c1OC	-7	-0.1	0.2	-10

Some of these compounds in order of SMILES length, ascending.
SMILES	MITF inh	FBW7 act	GPR151 activ	TEAD-YAP inh
CCOc1ccc(NC(=S)NC23CN4CN(CN(C4)C2)C3)cc1	4	-0.1	1.5	0
O=C(NCCc1ccccc1)c1ccc(N2CCCCCC2)c([N+](=O)[O-])c1	18	-0.1	0.1	-12
C=CCN1C(=O)C2C(C(=O)Nc3ccc(C(C)C)cc3)C3C=CC2(O3)C1C(=O)NC1CCCCC1 (configuration not stated)	6	0.1	-0.5	-3

Looked up by structure from the entries so far:
SMILES	MITF inh	FBW7 act	GPR151 activ	TEAD-YAP inh
CC1C(=O)Nc2ccc(S(=O)(=O)NC3CCCCC3)cc2NC1=O (configuration not stated)	14	0.1	-0.4	-2
COc1cc(/C=C/C(=O)OCC(=O)N2CCCCC2)ccc1O	-7	0.0	0.6	-7
O=C(NCCc1ccccc1)c1ccc(N2CCCCCC2)c([N+](=O)[O-])c1	18	-0.1	0.1	-12

Following part.
SMILES	MITF inh	FBW7 act	GPR151 activ	TEAD-YAP inh
COc1ccc2cc(CCNC(C)=O)c(=O)[nH]c2c1	-5	-0.1	-0.4	5
Cc1ccc(C)c(CN2CCN(CCOCCO)CC2)c1	81*	-0.1	-0.8	-1
O=C1CC(N2CCN(CCO)CC2)C(=O)N1c1cccc(Cl)c1 (configuration not stated)	5	0.1	0.1	1
O=C(Cn1c(NCCCO)nc2ccccc21)c1ccc2c(c1)OCO2	-4	-0.1	-0.3	-5
CCCC(=O)Nc1sc2c(c1-c1nc3ccccc3s1)CCN(C(C)=O)C2	0	-0.1	1.7	14
CCCNc1nc(N2CCC(N3CCOCC3)CC2)nc2nc[nH]c12	-7	-0.1	-1.7	4
CCN(CC)CC(=O)c1c(C)[nH]c2cc(C)ccc12	1	0.5	-1.3	10
CN(Cc1ccccc1)c1ccnc2c(-c3ccc(N)cc3)cnn12	-13	-0.6	0.0	1
CC(C)Cc1nc2cc(Cl)ccc2c(=O)n1NC(=O)c1cccnc1	-4	0.0	1.3	-5
CCOC(=O)c1sc(N2C(=O)C(O)=C(C(=O)c3ccco3)C2c2ccc(OC)c(OC)c2)nc1C (configuration not stated)	6	-0.1	2.1	-5
OCCN1CCN(c2ncnc3c2c(-c2ccccc2)cn3-c2ccc(F)cc2)CC1	-7	-0.2	0.8	4
COc1ccccc1NC(=S)c1nc2ccccc2[nH]1	45	-1.1	-1.8	-43
COC(=O)c1cc(C(=O)OC)cc(-n2c(C)cc(C=C3C(=O)NC(=S)NC3=O)c2C)c1	13	0.2	3.9	0
CC1(C)CC(=O)CC(C)(C)N1C(O)C(Cl)(Cl)Cl (configuration not stated)	-9	-0.1	0.0	-5
CCN(CC)S(=O)(=O)c1ccc(Cl)c(C(=O)Oc2ccc(C=O)cc2OC)c1	4	0.1	0.4	-10
Cc1cc2nc(C3CCCN3C(=O)CN3CCCCC3)[nH]c2cc1C (configuration not stated)	7	0.0	-0.3	-3
COCCn1c(=S)[nH]c2cc(C(=O)N3CCCC3)ccc2c1=O	1	0.0	-0.7	11
CCOc1ccc2nc3sc(C(=O)Nc4nonc4C)c(N)c3cc2c1	1	0.0	0.7	0
CCNc1cc(N)[n+](CC)c2n[nH]c(N)c12	3	-0.3	0.8	-4
CC(C)c1ccc(NC(=O)CCS(=O)(=O)c2ccc3c(c2)SCC(=O)N3)cc1	6	-0.2	-1.4	4
CCOC(=O)c1c(NC(=O)c2ccc(F)cc2)sc2c1CCCCC2	0	-0.1	-0.5	-1
CCn1c(-c2cccs2)nn(CN2CCOCC2)c1=S	2	0.1	1.3	-2
O=[N+]([O-])c1cccc([N+](=O)[O-])c1NCc1ccccc1	27	-1.8	1.3	-14
O=C(COc1ccc(Br)cc1)Nc1ccc2c(c1)OCCO2	13	-0.1	0.5	0
O=S(=O)(Nc1ccccc1Cl)c1cccc2c(S(=O)(=O)Nc3ccccc3Cl)cccc12	-13	0.1	0.8	9
COc1cccc(NC2=C(Cl)C(=O)N(c3ccccc3OC)C2=O)c1	-13	-0.2	-0.3	8
CCn1ncc(C(=O)N2CCCC(c3c(S(C)(=O)=O)cnc4ncnn34)C2)c1C (configuration not stated)	8	0.1	0.7	-1
CC(Nc1nc2ccccc2n2cnnc12)c1ccccc1 (configuration not stated)	16	-0.1	-0.2	-18
COc1ccc(S(=O)(=O)N2Cc3ccccc3CC2C(N)=O)cc1OC (configuration not stated)	-7	-0.1	-0.6	-11
COc1cc(NC(=O)Cc2cn(-c3ccc(N4CCOCC4)nn3)c3ccccc23)cc(OC)c1OC	10	0.1	0.9	-23
Oc1oc(-c2ccc(Br)cc2)nc1/C=N/c1nc2ccccc2s1	10	0.0	0.5	4
Cc1cc(C(F)(F)F)nn1CC(=O)Nc1sc2c(c1C#N)CCCC2	3	-0.1	-1.1	9
CC(C)C(NS(=O)(=O)c1cccc2nsnc12)C(=O)NCc1ccccn1 (configuration not stated)	-9	-0.2	0.5	-6
O=C(CN1C(=O)C2C3C=CC(C3)C2C1=O)NCCc1ccccc1Cl (configuration not stated)	7	-0.1	-0.1	5
S=c1[nH]nc(-c2ccc(Cl)cc2Cl)n1-c1ccccc1	3&-2	0.0&0.0	-1.1&-0.5	1&-8
Cc1ccc(-c2c(C(=O)Nc3ccc4c(c3)OCCO4)oc(=O)c3ccccc23)cc1	3	0.0	1.3	-4
COc1ccc(OC)c(C2/C(=C(\O)c3ccc(C)cc3)C(=O)C(=O)N2CC(C)C)c1 (configuration not stated)	4	0.2	-1.1	0
Cc1ccc(-c2ncn(-c3ccc(Nc4nccc(-c5cncc6ccccc56)n4)cc3)n2)cn1	3	-0.2	-0.9	-3
CC(C)[C@@H](Cn1nnc2ccccc21)NC(=O)C1CC1	0	-0.1	0.3	-1
O=C(NCc1cccnc1)c1ccnc(NCc2cccnc2)c1	12	-0.1	1.2	-8
CN(C)CCN1C(=O)C(=O)/C(=C(\O)c2ccc(Cl)cc2)C1c1ccc(Br)cc1 (configuration not stated)	4	-0.1	1.2	11
CCC(=O)N(CCC(c1ccccc1)c1ccc2c(c1)OCO2)Cc1ccc(OC(C)C)cc1 (configuration not stated)	1	-0.2	0.4	5
COc1ccc(Cl)cc1NC(=O)CNC(=O)Cn1cnc2sc(C)c(C)c2c1=O	14	0.8	-1.2	4
CCOCCCNS(=O)(=O)c1ccccc1	-19	0.0	-1.0	1
CCCCNC(=O)c1cnn2c(C)c(Cc3cc(C)ccc3C)c(C)nc12	-3	0.3	0.0	3
O=C(Cn1cnc2c(cnn2-c2ccc(Cl)cc2)c1=O)Nc1cccc(Cl)c1	-10	0.1	-0.5	-12
O=C(COC(=O)c1ccc[nH]c1=O)Nc1ccc(OC(F)F)cc1	4	-0.1	-0.2	-6
Cc1ccc(-n2c(SCC(=O)NCc3ccco3)nc3n[nH]c(C)c3c2=N)cc1	2	-0.2	0.3	4
COc1ccccc1N1CCN(Cc2ccc([N+](=O)[O-])o2)CC1	6	0.0	0.5	-12
CCc1ccccc1NC(=O)c1cnc(SC)nc1C	12	0.1	-0.6	0
CC(Cl)c1nc2ccc([N+](=O)[O-])cc2[nH]1 (configuration not stated)	-6	0.0	0.4	-46
CCc1ccc(OCC(=O)NNC(=O)[C@@H](NC(N)=O)C(C)C)cc1	-14	-0.2	-1.9	7
CCOc1cc(C=C2C(=O)OC(c3ccccc3)OC2=O)ccc1OC (configuration not stated)	5	0.0	-0.1	2
Cc1cc(F)ccc1S(=O)(=O)N1CCCOC1CNC(=O)C(=O)NCCO (configuration not stated)	2	-0.1	0.8	-4
O=c1c(Cl)c(-c2ccccc2)oc2ccccc12	22	0.1	-1.0	-20
COc1cc2c(cc1NC(=O)CN(C)CC(=O)Nc1cccc(F)c1)oc1ccccc12	-4	0.0	1.5	-7
CCN(CC)c1ccc(Nc2nc(-c3ccc(OC)c(OC)c3)cs2)cc1	18	-0.2	-0.1	-7
O=C(CCn1c(SCc2cc(=O)n3cc(Cl)ccc3n2)nc2ccccc2c1=O)NC1CCCCC1	-1	0.5	0.0	1
O=C(O)CCN1C(=O)c2ccc(Oc3ccc4c(c3)C(=O)N(CCC(=O)O)C4=O)cc2C1=O	-6	-0.1	1.4	-10
COc1ccc(CCNC(=O)NC(C)Cc2ccco2)cc1 (configuration not stated)	9	-0.1	0.6	7

(continued)
SMILES	MITF inh	FBW7 act	GPR151 activ	TEAD-YAP inh
O=C(NC1CCCCC1)C(c1ccncc1)N(Cc1ccc(F)cc1)C(=O)c1ccccn1 (configuration not stated)	-23	0.2	0.2	-7
O=C(Nc1nnc(SCCN2CCCC2)s1)C12CC3CC(CC(C3)C1)C2	-1	-0.2	-0.3	6
Cc1ccc(C(=O)COC(=O)c2cc([N+](=O)[O-])ccc2NCCO)c(C)c1	1	-0.1	-0.6	-4
COc1ccc(NC(=O)c2c(C)nc3ccccn23)cc1OC	11	-0.5	0.0	0
Cc1nc2c(C(=O)N3CCOCC3)cnn2c(C)c1Cc1cccc(Cl)c1	0	-0.1	0.5	-14
CCOC(=O)c1c(NC(=O)Oc2ccccc2)sc2c1CCC2	3	0.0	1.0	6
COc1cc(C(=O)N2CCN=C2SCc2ccccc2)cc(OC)c1OC	-1	0.1	-0.2	-2
CCOC(=O)c1cnc2ccc(Br)cc2c1N1CC2(C)CC1CC(C)(C)C2 (configuration not stated)	7	0.3	-0.8	3
CCC(CC)C(=O)N1CCCC(c2nc(-c3ccc(F)cc3)no2)C1 (configuration not stated)	-3	0.0	0.5	-20
CC(C)[C@H](Cn1nc(-c2ccc(F)c(F)c2)ccc1=O)NC(=O)c1cscn1	-2	0.1	-0.6	-6
Cn1ccnc1C1(O)CCN(C(=O)C(C)(C)C)CC1	0	-0.2	-0.5	3
CC(Oc1ccccc1F)C(=O)NNC(=O)COc1ccc(C#N)cc1 (configuration not stated)	10	0.1	-1.4	3
CCC(C)NC(=O)CSCc1nc(-c2ccc(C)cc2)oc1C (configuration not stated)	10	0.0	2.0	-23
CCCn1nc(-c2nnc3n2CCCCC3)c2ccccc2c1=O	6	-0.1	-1.2	9
CC(C)(C)OC(=O)N1CC(O)CC1C(=O)OCC(=O)c1ccccc1 (configuration not stated)	12	0.3	-0.9	3
Cc1ccnc(NS(=O)(=O)c2ccc(NC(=O)c3cc(Cl)ccc3Cl)cc2)n1	-16	0.1	1.5	2
CCCN(CCC)CCNC(=O)Cc1c(C(=O)O)[nH]c2ccccc12	-1	0.0	-0.5	6
CCOC(=O)C1=C(C)N=c2s/c(=C\c3ccc4c(c3)OCO4)c(=O)n2C1c1ccc(OC)c(OC)c1 (configuration not stated)	4	0.0	0.1	-2
CCN(CC)C(=O)c1ccccc1I	-10	-0.2	0.5	4
COc1cccc(NC(=O)CSc2ccc3nnc(-c4ccccc4)n3n2)c1	5	0.0	-0.1	-15
O=C(c1cnccn1)N(Cc1ccco1)C1(C(=O)NC2CCCC2)CCCCC1	11	-0.1	-2.0	2
O=C(C1CCC(=O)N1Cc1ccccc1Cl)N1CCN(c2ccc(F)cc2)CC1 (configuration not stated)	10	0.4	-1.2	-3
CC(=O)Nc1nc(C)c(-c2csc(Nc3ccccc3C)n2)s1	-3	-0.1	-0.7	-4
CCn1c(=NC(=O)c2ccc(N3C(=O)CCC3=O)cc2)sc2cc(F)ccc21	1	0.0	-0.6	7
C=CCc1cc(Cl)ccc1OCCNCCOC	44	0.3	4.0	5

Entries of single compounds from above. Screens in order: MITF inh, FBW7 act, GPR151 activ, TEAD-YAP inh
`CCOC(=O)C1=C(C)N=c2s/c(=C\c3ccc4c(c3)OCO4)c(=O)n2C1c1ccc(OC)c(OC)c1` (configuration not stated) across the screens: 4, 0.0, 0.1, -2
`CC(C)(C)OC(=O)N1CC(O)CC1C(=O)OCC(=O)c1ccccc1` (configuration not stated) across the screens: 12, 0.3, -0.9, 3
`CCCN(CCC)CCNC(=O)Cc1c(C(=O)O)[nH]c2ccccc12` across the screens: -1, 0.0, -0.5, 6
`CCCn1nc(-c2nnc3n2CCCCC3)c2ccccc2c1=O` across the screens: 6, -0.1, -1.2, 9
`O=C(c1cnccn1)N(Cc1ccco1)C1(C(=O)NC2CCCC2)CCCCC1` across the screens: 11, -0.1, -2.0, 2

From PubChem
